SR-BI HDL uptake – mouse SR-BI HDL lipid transfer inhibition; Q61009; ldlA[mSR-BI] CHO cells, DiI-HDL uptake fluorescence, 3 h; inhibition, % at 12.5 µM; 320,000 compounds, 0.96% hits; AID 488896;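 active = mean replicate inhibition of at least 70% and a set share of replicates each scoring 70 or more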;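 note: 0% = median of neutral control wells and 100% = median of positive control wells; values of inactives mirror those of a sister screen read the other way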
Pemphigus Ab inh – blocks pemphigus antibody binding to human desmoglein-3; 310,000 compounds, 0.48% hits; binding (percent of control), % at 10 µM; P32926; DSG3-coupled beads, scFv-anti-DSG3-GFP binding, flow cytometry; stronger effect = lower value;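 active = binding more than 3 SD below its plate's average and above zero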; note: some compounds called inactive have numbers as strong as hits
MITF TRPM1 HTS – increases MITF-driven TRPM1 promoter luciferase signal. SK-MEL-5 TRPM1-promoter luciferase, 24 h; % of positive control, neutral wells = 0. 300,000 compounds, 0.75% hits. activation, % at 12.5 µM;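 active = mean activation of at least 80% with every replicate also reaching 80%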;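 note: 0% = neutral control wells and 100% = parthenolide positive control wells; values of inactives mirror those of a sister screen read the other way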
PKA-R2B activ – activates the human PKA-R2B holoenzyme complex; PKA-R2B holoenzyme dissociation, Cy5-IP20 fluorescence polarization; R2B truncated from residue 108, S112A mutant; 0% DMSO only, 100% 113 µM cGMP; AID 504700; P22694+P31323; activation, % at 11.4 µM; 340,000 compounds, 0.079% hits;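 active = activation above a cutoff set at the mean over all compounds plus 3 SD, cut at about 18% in these data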;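 note: higher means more holoenzyme dissociation and a rise in polarization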
Target sequence (P31323 whole entry, looked up, other chains not shown, the tested form may be a part): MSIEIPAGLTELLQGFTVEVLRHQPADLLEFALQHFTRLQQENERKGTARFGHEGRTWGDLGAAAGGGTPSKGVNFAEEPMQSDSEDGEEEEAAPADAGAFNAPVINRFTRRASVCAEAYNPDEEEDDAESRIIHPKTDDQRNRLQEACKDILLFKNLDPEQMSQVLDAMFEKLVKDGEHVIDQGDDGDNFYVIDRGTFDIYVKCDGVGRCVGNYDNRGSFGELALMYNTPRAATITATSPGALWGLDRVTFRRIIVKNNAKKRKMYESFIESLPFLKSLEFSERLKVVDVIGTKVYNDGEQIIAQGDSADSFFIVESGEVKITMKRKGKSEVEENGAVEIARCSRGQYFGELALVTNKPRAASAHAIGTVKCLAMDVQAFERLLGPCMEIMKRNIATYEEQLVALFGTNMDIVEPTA
CDK5 p35 inh – CDK5/p35 (human) kinase inhibition; Q00535+Q15078; Recombinant CDK5/p35, ADP-Glo luminescence, 60 min; inhibition, % at 10 µM; 330,000 compounds, 0.01% hits;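 active = highest replicate inhibition of at least 50% and at least 75% of replicates reaching 50%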;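 note: plate controls were DMSO neutral control for no effect and GW8510 at 10 µM for full effect; many of its hits are not listed in these tables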
Target sequence (Q00535 whole entry, looked up): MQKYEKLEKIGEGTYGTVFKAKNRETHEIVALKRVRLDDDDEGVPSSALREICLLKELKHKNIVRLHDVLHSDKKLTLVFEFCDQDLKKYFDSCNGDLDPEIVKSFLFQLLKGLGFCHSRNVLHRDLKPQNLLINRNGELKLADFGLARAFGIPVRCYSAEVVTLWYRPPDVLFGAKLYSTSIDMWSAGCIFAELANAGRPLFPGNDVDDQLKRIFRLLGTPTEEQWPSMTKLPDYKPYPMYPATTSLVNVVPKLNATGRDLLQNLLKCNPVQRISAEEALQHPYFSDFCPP
Target sequence (Q15078 whole entry, looked up): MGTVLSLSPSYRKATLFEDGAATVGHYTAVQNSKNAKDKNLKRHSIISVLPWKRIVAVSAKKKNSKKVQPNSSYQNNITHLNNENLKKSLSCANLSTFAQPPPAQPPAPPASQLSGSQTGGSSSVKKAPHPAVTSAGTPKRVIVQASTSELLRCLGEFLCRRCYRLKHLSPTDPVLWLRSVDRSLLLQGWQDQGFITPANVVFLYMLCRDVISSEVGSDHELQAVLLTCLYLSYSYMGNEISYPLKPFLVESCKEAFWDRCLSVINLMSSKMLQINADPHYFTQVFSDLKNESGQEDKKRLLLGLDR
PKA-R1A act – activators of PKA-R1A complex; PKA-R1A dissociation, Cy5-IP20 fluorescence polarization; scaled: DMSO 0%, 113 µM cGMP 100%; activation, % at 11.4 µM; 340,000 compounds, 0.083% hits;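 active = percent activation above the mean of all tested compounds plus 3 SD, cut at about 19% in these data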;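 note: higher means more PKAc released from R1A so a rise in polarization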
SR-BI DiI-HDL act – enhances SR-BI lipid uptake from DiI-HDL | CHO ldlA[mSR-BI] cells, DiI-HDL uptake fluorescence, 3 h; 100 = double the neutral-control signal | activation, % at 12.5 µM | 320,000 compounds, 0.096% hits | AID 504775;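 active = mean replicate activation of at least 60% and every replicate at or above 60%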;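 note: 0% = median plate neutral-control signal and 100% = twice that signal; values of inactives mirror those of a sister screen read the other way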
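Test system: SR-BI-overexpressing, LDLR-lacking CHO cells. Measured by: DiI fluorescence, bottom read. Medium: Ham's F12 with 0.5% BSA, HEPES 25 mM, pH 7.4. Timing: 3 h uptake period with compound, 37 °C.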
NSD2 HMT inh – NSD2 (human) methyltransferase inhibition | NSD2 peptide methylation, AlphaScreen, 120 min | inhibition, % at 12.5 µM | 310,000 compounds, 0.54% hits | AID 743445; in the data active = inhibition above about 50%
dFosB act – mouse delta FosB homodimer activation; purified delta FosB, TAMRA-CDK5 oligo fluorescence polarization; percent of positive-control signal above neutral wells; activation, % at 25 µM; 340,000 compounds, 0.99% hits; AID 493131;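 active = mean activation above about 17%, with every replicate also reaching it, limit read from the data, passing the limit was not always enough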;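 note: fluorescence polarization rise as delta FosB binds a TAMRA Cdk5 AP-1 oligo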
Arr AP2 block – blocks beta-arrestin peptide binding to AP2 adaptin. FITC-arrestin peptide / GST-AP2 beads, flow cytometry; AP2 beta2 appendage carries R879A mutation. inhibition, % at 10 µM. 340,000 compounds, 0.31% hits;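 active = inhibition above a set limit, near 3 SD of compounds lacking own fluorescence, cut at about 54% in these data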;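 note: plate controls were DMSO wells for no effect and 5 µM unlabelled arrestin peptide for full effect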
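Material – AP2 appendage R879A on GSH beads · Buffer or medium – PBS with 0.05% Tween 20 and 0.1% BSA · Probe or stimulus – fluorescein-tagged arrestin peptide at 50 nM final · Incubation – compound with beads 12 min RT, then probe 1 h RT · Detection – high-throughput flow cytometry of beads, ex 488, em 535 nm · Evaluation – percent response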
Mot1-301 SUMO – inhibitors of SUMOylation pathway: yeast Mot1-301 growth rescue; 320,000 compounds, 1% hits; growth rescue, % at 18.8 µM; S. cerevisiae Mot1-301 growth rescue, ATP luminescence, 38.5C; percent above DMSO median, 100 means doubled; AID 2716;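 active = every valid replicate shows activation above 250% relative to neutral control wells; inactive = the rest, any valid replicate at or below 250%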;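 note: OY570 slx delta 5 strain wells were the positive control but not used for scaling; some compounds called inactive have numbers as strong as hits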
Active calls of the source: *; . = not tested or not shown.

SR-BI HDL uptake | Pemphigus Ab inh | MITF TRPM1 HTS | PKA-R2B activ | CDK5 p35 inh | PKA-R1A act | SR-BI DiI-HDL act | NSD2 HMT inh | dFosB act | Arr AP2 block | Mot1-301 SUMO | SMILES
8 | 99 | 2 | -4 | -6.9 | -3 | -8 | . | -5 | 1 | -17 | C[C@H](CO)N1C[C@H](C)[C@@H](CN(C)C(=O)NC2CCCCC2)Oc2ccc(NC(=O)Nc3ccccc3)cc2C1=O
76* | 101 | 6 | 6 | -1.2 | 0 | -76 | 5 | -10 | 3 | 9 | CC(C)n1ncc2c(C(=O)Nc3cccc(S(=O)(=O)N(C)C)c3)cc(C3CC3)nc21
4 | 98 | 27 | 2 | 1.5 | -2 | -4 | -5 | -8 | 34 | -7 | Fc1ccc(CO/N=C2\CCCc3nonc32)cc1
. | 102 | 6 | 6 | 2.6 | 2 | . | . | -5 | 25 | . | Cc1cc(C)n(-c2ccc(S(=O)(=O)N3CCCC3)cc2[N+](=O)[O-])n1
-18 | . | 0 | 4 | -1.6 | 7 | 18 | -2 | -4 | 23 | -11 | COc1ccc(CN(C)CC(=O)NCC(=O)Nc2c(C)cccc2C)cc1
2 | . | . | -5 | -0.3 | 2 | -2 | 1 | -8 | -7 | -12 | CCn1c(SCC(=O)N2CCN(S(=O)(=O)c3ccccc3)CC2)nnc1-c1cccs1
-29 | 104 | 3 | -1 | -1.4 | -3 | 29 | 0 | -3 | 17 | -1 | O=C(Nc1ccccc1SCC1CSc2nc3ccccc3c(=O)n21)c1cccc(Cl)c1 (centres undefined)
34 | 109 | -1 | -2 | 1.6 | -5 | -34 | -2 | -7 | 2 | -16 | Cn1c(=O)cc(OCCCC(=O)NCc2ccc(F)cc2Cl)c2ccccc21
-3 | 101 | 1 | -14 | -0.5 | -4 | 3 | . | 3 | 7 | -9 | COc1ccc(OC)c(NC(=O)CC2SC(=N)N(c3ccccc3)C2=O)c1 (centres undefined)
. | 114 | 3 | -1 | 0.8 | -3 | . | -1 | -11 | 8 | -13 | O=C(OC1CCOC1=O)c1ccc(Cl)c(S(=O)(=O)N2CCCCC2)c1 (centres undefined)
6 | 101 | 0 | -1 | 3.6 | 9 | -6 | 0 | -5 | 3 | -2 | NC/C(=N\O)c1ccc(Cl)cc1Cl
-3 | 97 | -5 | -1 | 0.8 | -3 | 3 | -1 | -3 | -8 | -9 | CC(OC(=O)Cn1cnc2ccccc2c1=O)C(=O)N(C)c1ccccc1 (centres undefined)
2 | 94 | 4 | -14 | 1.8 | -2 | -2 | 6 | -3 | 24 | -4 | O=S(=O)(c1ccccc1F)N1CCN(Cc2cc3c(cc2O)OCO3)CC1
-6 | 99 | -1 | -5 | 1.4 | -17 | 6 | -1 | -7 | -16 | 12 | C=CCc1cccc(/C=N/NC(=O)CCCNc2ccc(C)cc2)c1O
. | . | 1 | -7 | 0.5 | 9 | . | 1 | -7 | 14 | -19 | CC(=O)c1cccc(N(C(=O)CNC(=O)c2ccco2)C(C(=O)NC2CCCC2)c2ccncc2)c1 (centres undefined)
-31 | 103 | 5 | 8 | -1.1 | 1 | 31 | 4 | 0 | -5 | -6 | COc1ccccc1NC(=O)CCc1c(C)[nH]c(=O)c(C#N)c1C
-18 | 99 | -7 | 5 | 0.4 | 7 | 18 | -2 | 0 | 18 | 3 | O=C(NC(=S)N1CCCCC1CO)c1cccs1 (centres undefined)
23 | 102 | -5 | 8 | 0.1 | 1 | -23 | 3 | -8 | 26 | -26 | COc1ccc(NC(=O)[C@@H](NS(=O)(=O)c2cccc(Cl)c2)C(C)C)cc1S(=O)(=O)N1CCOCC1
-19 | 98 | 1 | 1 | 0.9 | -8 | 19 | . | 1 | 1 | -16 | COc1c(O)c(=O)n2c3ccccc3c3ccnc1c32
-13 | 122 | 34 | -2 | -2.6 | 6 | 13 | 0 | -28 | 0 | -33 | O=S(=O)(Nc1nc2ccccc2nc1N1CCc2ccccc2C1)c1ccc(Br)cc1
6 | 98 | -27 | -10 | 4.4 | -12 | -6 | -5 | 0 | 29 | 52 | Cc1ccsc1C1Nc2ccc3ncccc3c2C2=C1C(=O)CC(C)(C)C2 (centres undefined)
-1 | 100 | -5 | 1 | 0.6 | 5 | 8 | . | 8 | 4 | -8 | C#C[C@]1(O)CC[C@H]2[C@@H]3CCC4=C(CCC(=O)C4)[C@H]3CC[C@@]21C
7 | 106 | 74 | -11 | -0.4 | 10 | -7 | 1 | -21 | 11 | . | COc1cc2c(cc1OC)-c1cc(Nc3cccc(F)c3)nc(=O)n1CC2
28 | 105 | 8 | -1 | 0.5 | -6 | -28 | -1 | -4 | 0 | 0 | Cc1nn(-c2ccc(Cl)cc2)c2sc(C(=O)N3CCN(c4ccccn4)CC3)cc12
12 | 102 | 8 | -1 | 0.5 | 4 | -12 | . | 4 | -1 | -8 | C[C@H]1CN([C@@H](C)CO)C(=O)c2cccc(NC(=O)C3CC3)c2O[C@H]1CN(C)CC1CCCCC1

Other entries follow.
SR-BI HDL uptake | Pemphigus Ab inh | MITF TRPM1 HTS | PKA-R2B activ | CDK5 p35 inh | PKA-R1A act | SR-BI DiI-HDL act | NSD2 HMT inh | dFosB act | Arr AP2 block | Mot1-301 SUMO | SMILES
-40 | . | 14 | -8 | -0.9 | 2 | . | -4 | -6 | 1 | 14 | CC(=O)C1=C(c2ccccc2)NC(=O)NC1c1ccccc1OCC(=O)Nc1ccccc1 (centres undefined)
14 | 101 | 37 | -5 | -3.6 | -9 | -14 | 4 | -7 | 45 | 5 | O=C(/C=C\c1ccco1)c1ccc(NC(=O)c2ccco2)cc1
62 | 99 | 7 | -10 | -0.4 | -1 | -62 | -2 | -1 | 0 | 13 | COC(=O)c1sccc1NC(=O)c1c(C)c(-c2cccc(Cl)c2)nc2ccccc12
4 | 104 | -4 | -10 | -0.6 | 2 | -4 | . | -9 | 0 | -10 | CC(=O)Nc1ccc(S(=O)(=O)N2CCC(N(C)CCC(C)C)CC2)cc1
-20 | 112 | 2 | -5 | -1.8 | -10 | 20 | -1 | 3 | 1 | 14 | CCOC(=O)C1CCN(C(=O)COc2ccc(S(=O)(=O)N3CCOCC3)cc2)CC1
26 | 114 | -1 | -15 | 0.4 | -15 | -26 | 2 | -2 | 37 | -18 | CCOc1ccc2oc(=O)cc(CN3CCOCC3)c2c1
-4 | 97 | -3 | -2 | 0.5 | 1 | 4 | 1 | -13 | -1 | 76 | O=c1cc(N2CCCCC2)c(-c2ccccc2)nn1Cc1ccc(Cl)cc1
-52 | 102 | 18 | -8 | 2.5 | 6 | 52 | 0 | -2 | -2 | -2 | CCCCC(=O)c1ccc(O)cc1
-6 | 100 | . | 6 | -0.5 | 2 | 6 | 12 | -4 | -7 | -2 | CC(C)NC(=O)CCCn1c(=S)[nH]c2cc3c(cc2c1=O)OCO3
94* | 101 | 7 | 3 | 0.5 | -10 | -94 | -8 | -1 | -6 | 1 | COc1ccc(C(=O)Nc2ccc(N3CCC(C)CC3)cc2)cc1Br
-7 | 112 | -10 | -8 | 0.7 | -8 | 7 | -2 | -5 | 15 | -14 | CCCCCCCC(=O)NNC(=O)c1c(O)c2ccccc2n(CC)c1=O
40 | 104 | 2 | 13 | 0.0 | 0 | -40 | 5 | -1 | -10 | -19 | COc1ccc(-c2oc3ncn(Cc4ccco4)c(=N)c3c2-c2ccc(OC)cc2)cc1
18 | 113 | 0 | 2 | 0.2 | 11 | -18 | 0 | -7 | 0 | -23 | CCn1ncc([N+](=O)[O-])c1C(=O)Nc1ccc(C(=O)N2CCCCC2)cc1
-33 | 106 | -11 | -8 | -1.5 | -4 | 33 | 5 | -2 | -2 | -11 | CN(C)c1ccc(S(=O)(=O)NCC(=O)OCC(=O)c2ccc[nH]2)cc1[N+](=O)[O-]
17 | 97 | 2 | 2 | 0.0 | 2 | -17 | 1 | 0 | 22 | 8 | COc1ccccc1NC(=O)CCc1nnc2ccc(NCc3ccco3)nn12
-4 | 98 | . | 6 | 2.1 | -16 | 4 | 0 | -7 | 5 | 10 | COc1ccc(CCN2CC(C(=O)OCC(=O)NC(C)c3cccc(Cl)c3)CC2=O)cc1OC (centres undefined)
-1 | 91 | -9 | -8 | -0.5 | -12 | 1 | 6 | -2 | 6 | -17 | Cn1cc([N+](=O)[O-])c(C(=O)N/N=C\c2c[nH]c3ccccc23)n1
11 | 100 | 0 | 7 | 0.8 | 2 | -11 | 0 | -12 | -5 | 4 | Cc1nc(CS(=O)(=O)c2ccc(Cl)cc2)cc(Sc2ccccc2Cl)n1
-18 | 107 | 6 | 2 | -2.2 | 5 | . | -2 | -10 | 24 | -6 | Cc1cc(S(=O)(=O)N2CCCOC2CNC(=O)C(=O)NCc2cccs2)ccc1F (centres undefined)
-1 | . | . | 3 | 1.6 | -15 | 1 | 2 | -5 | -4 | 2 | COc1cnn(-c2ccccc2)c(=O)c1OC
29 | 99 | . | 4 | 6.0 | -1 | -29 | -1 | -1 | 0 | 1 | CN1C(=O)c2cccc3c(S(N)(=O)=O)ccc1c23
6 | 99 | -8 | 1 | -0.5 | 3 | -6 | -1 | -5 | 41 | -3 | Cn1c(=O)n(C)c2cc(NS(=O)(=O)c3ccc(Br)s3)ccc21
-4 | . | -7 | 5 | 0.4 | 1 | 4 | 0 | 2 | -3 | 390 | COCC(=O)N(CCc1ccc(OC)cc1)Cc1nc2ccccc2c(=O)[nH]1
26 | 116 | . | 6 | 1.3 | -4 | -26 | 11 | 0 | -19 | 9 | COC(=O)C1=NN(C(=O)c2ccccc2)C(O)(c2ccc([N+](=O)[O-])cc2)C1 (centres undefined)
-1 | 108 | 0 | -5 | -1.5 | -4 | 1 | 0 | -11 | 11 | 10 | CCc1nnc(NS(=O)(=O)c2ccc(NC(=S)NC(=O)c3ccc(OC)c(OC)c3)cc2)s1

Three entries from above, sorted by length of the SMILES, lowest first:
SR-BI HDL uptake | Pemphigus Ab inh | MITF TRPM1 HTS | PKA-R2B activ | CDK5 p35 inh | PKA-R1A act | SR-BI DiI-HDL act | NSD2 HMT inh | dFosB act | Arr AP2 block | Mot1-301 SUMO | SMILES
-1 | . | . | 3 | 1.6 | -15 | 1 | 2 | -5 | -4 | 2 | COc1cnn(-c2ccccc2)c(=O)c1OC
6 | 99 | -8 | 1 | -0.5 | 3 | -6 | -1 | -5 | 41 | -3 | Cn1c(=O)n(C)c2cc(NS(=O)(=O)c3ccc(Br)s3)ccc21
-40 | . | 14 | -8 | -0.9 | 2 | . | -4 | -6 | 1 | 14 | CC(=O)C1=C(c2ccccc2)NC(=O)NC1c1ccccc1OCC(=O)Nc1ccccc1 (centres undefined)
